ERK EGF block – inhibitors of EGF-stimulated ERK signaling pathway; HEK293-V1b, EGF-stimulated phospho-ERK AlphaScreen; Potency, µM (series often up to 11.5 µM), inactives show top-dose activity change, negative = inhibition, most hits filed as inhibitors; 130,000 tested, 0.41% active; active = well fitted inhibition curve with a large enough effect; inconclusive = small, poorly fitted or top-dose-only effect, or effect the other way;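 note: plate controls were stimulated vehicle wells for no effect and unstimulated vehicle basal for full effect; nearly all actives have a fitted effect of over 55% in size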
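EGF-stimulated (25 nM, 5 min) phospho-ERK in HEK293 cells stably expressing V1b, cells pretreated 30 min with compound at 37C. Homogeneous AlphaScreen read on lysates.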
* hit, by the source's call; ? = inconclusive; [ ] = dose if it differs, or a comment. Potency is the fitted concentration of half-maximal effect. A portion of the library; count on the stated rates, not on these rows.

ERK EGF block,Structure
-6%,COc1cc(/C=C2\S/C(=N/S(=O)(=O)c3ccccc3)NC2=O)c([N+](=O)[O-])cc1OC
-6%,CCC(CO)NCC(O)COCc1ccc2c(c1)OCO2 (stereo not drawn)
0%[57.5 µM],C#Cc1ccc([C@H]2C=C(C(=O)N3CCOCC3)O[C@@H](OCC)[C@@H]2CCCO)cc1
4%,CCOc1ccc(C(=O)Nc2nnc(NC(=S)Nc3ccccc3)s2)cc1
7%[57.5 µM],CCN(CC)CCNc1ncnc2c1sc1nc(N3CCOCC3)c3c(c12)CCCC3
0%,Cc1nc2ccccc2c2oc(C(=O)NCCCN3CCCC3=O)cc12
-8%,COc1ccc(C(=O)N/N=C/c2ccc(SC)cc2)cc1
-16%[57.5 µM],Cc1ccc(/C=C2\SC(=S)N(CCC(=O)NNS(=O)(=O)c3ccccc3)C2=O)cc1
-4%,CCCCCOc1ccc(Cn2ccnc2)cc1[N+](=O)[O-]
-18%[57.5 µM],COCCN(Cc1cc2cc3c(cc2nc1Cl)OCO3)C(=O)c1cccc(C)c1
-21%,CCN(CCCn1c(=S)[nH]c2ccc(N3CCOCC3)cc2c1=O)c1ccccc1
-6%,COc1cc(C(=O)OCCCN2CCOCC2)ccc1O
4%,COc1ccc(C(=O)CSc2nnc(CN3CCCCC3)n2-c2ccc(F)cc2)cc1OC
10%[57.5 µM],O=C(NN1C(=O)C2C(C1=O)C1C=CC2C12CC2)c1ccccc1Cl (stereo not drawn)
5%,CC(C)(C)c1ccc(C(=O)N/N=C2\C3CN4CCN(C3)CC2(c2ccccc2)C4)cc1
-5%,CCOC(=O)N1CCN(CC(=O)Nc2cc(OC)c(OC)cc2C#N)CC1
-1%[57.5 µM],COc1ccc(N(C)S(=O)(=O)c2cccc(C(=O)OCC(=O)NCc3ccccc3OC)c2)cc1
-21%,Cc1oc(-c2cccc(Br)c2)[n+]([O-])c1C
?,COc1ccc(C(=O)N2c3cc4c(cc3C(C)=CC2(C)C)OCO4)cc1
-1%,COc1ccc(OC)c(NC(=O)c2ccccc2N(Cc2ccccc2)S(C)(=O)=O)c1
-7%,NS(=O)(=O)c1ccc(NC(=O)C2(c3ccccc3)CCCC2)cc1
4%,CCN(CC)S(=O)(=O)c1cc(C(=O)OCC(=O)Nc2cccc(C)c2C)ccc1F
-4%,CN=C(Nc1ccc(C(=O)OC)s1)c1ccc(Cl)cc1
-3%[57.5 µM],Cc1c(C(=O)NCCSCc2c(F)cccc2Cl)cnn1-c1ccc(F)cc1
4%[57.5 µM],O=C(Nc1cccc(-c2csc(Nc3ccc(Cl)cc3)n2)c1)c1cc([N+](=O)[O-])cc(C(F)(F)F)c1
-14%[57.5 µM],O=C(/C=C/c1ccco1)Nc1ccccc1C(=O)Nc1cccc(C(=O)O)c1
0%,Cc1ccc(C(c2nnnn2CC2CCCO2)N2CCN(Cc3ccccc3)CC2)cc1 (stereo not drawn)
6%,O=S(=O)(c1ccc(Cl)cc1)N1CCN(C(=S)Nc2ccc(F)c(Cl)c2)CC1
-3%,Cc1ccc(CSc2nnc(CNc3ccc(F)cc3)o2)cc1
-7%,Cc1ccccc1NC(=O)c1cc(S(=O)(=O)N2CCOCC2)cs1
20%,Cc1ccc(C(=O)c2ccc(N3CCOCC3)c(F)c2)cc1
0%,Cc1cc(NC(=O)/C=C/C(=O)N(CC(=O)NC2CCCC2)c2cccc3ccccc23)no1
-16%,O=S(=O)(c1ccc(Cl)s1)N1CCCCC1
-8%,NC1=Nc2cccc3cccc1c23
-13%[57.5 µM],CC1(C)c2ccccc2N(CC(N)=O)C12C=Cc1ccccc1O2 (stereo not drawn)
-2%,Cc1ccc2sc(-c3ccc(NC(=O)CCN4C(=O)c5ccccc5C4=O)cc3)nc2c1
1%,COc1ccc(CNC(=O)c2cnc3n(c2=O)CCS3)cc1
0%,N#Cc1ccc(C23CC4(C2)[C@H](CN(Cc2cccnc2)[C@@H]4c2ccccc2)C3c2ccc(C(F)(F)F)cc2)cc1 (stereo partly drawn)
-5%[57.5 µM],COc1ccc(-n2ncc(C(=O)N3CCN(c4ccc(F)cc4)CC3)c2C)cc1
-3%[57.5 µM],CN1CCN(c2nnc(-c3ccccc3)c(-c3ccccc3)n2)CC1

7 compounds from above, arranged by molecular weight, falling:
ERK EGF block,Structure
0%,N#Cc1ccc(C23CC4(C2)[C@H](CN(Cc2cccnc2)[C@@H]4c2ccccc2)C3c2ccc(C(F)(F)F)cc2)cc1 (stereo partly drawn)
4%[57.5 µM],O=C(Nc1cccc(-c2csc(Nc3ccc(Cl)cc3)n2)c1)c1cc([N+](=O)[O-])cc(C(F)(F)F)c1
-2%,Cc1ccc2sc(-c3ccc(NC(=O)CCN4C(=O)c5ccccc5C4=O)cc3)nc2c1
-3%[57.5 µM],Cc1c(C(=O)NCCSCc2c(F)cccc2Cl)cnn1-c1ccc(F)cc1
-14%[57.5 µM],O=C(/C=C/c1ccco1)Nc1ccccc1C(=O)Nc1cccc(C(=O)O)c1
-3%[57.5 µM],CN1CCN(c2nnc(-c3ccccc3)c(-c3ccccc3)n2)CC1
-16%,O=S(=O)(c1ccc(Cl)s1)N1CCCCC1

Carrying on.
ERK EGF block,Structure
-2%,CN=c1scc(-c2c[nH]c3ccccc23)n1C
-2%,COCCNC(=O)c1ccccc1NC(=O)Cc1ccccc1
13%[57.5 µM],C[C@@H](C(=O)N1CCN(C(=O)OC(C)(C)C)CC1)n1cc(CCC(=O)O)nn1
-7%[57.5 µM],CC(Nc1c([N+](=O)[O-])c(=O)oc2ccccc12)c1ccccc1 (stereo not drawn)
5%,CCN1/C(=C/C(C)=O)Sc2ccc(OC)cc21
?,COC(=O)c1cccc(NC(=O)/C=C/c2ccc([N+](=O)[O-])cc2)c1
3%,O=C(O)CCC(=O)Nc1ccc(N2CCCCC2)c(C(=O)O)c1
6%,O=C(N/N=C\c1cn[nH]c1-c1ccccc1)c1cccs1
-1%,N#Cc1ccc(COC(=O)Cn2nnc(-c3ccccc3)n2)cc1
-6%,Cc1ccc(S(=O)(=O)Nc2nc(C)c(C(=O)N/N=C/c3ccccc3)s2)cc1
1%,COC(=O)c1ccc(NC(=O)CN2CCC(NC(=O)c3ccco3)CC2)cc1
-9%,Cc1ccc(-c2nc(C)sc2CC(=O)OCC(=O)Nc2cccc([N+](=O)[O-])c2)cc1
14%,N#Cc1c(NC(=O)c2cc([N+](=O)[O-])ccc2N2CCOCC2)sc2c1CCCC2
-3%,Cc1ccc(-n2c(C)nn(CCOc3ccccc3)c2=O)cc1
2%,O=C(Nc1ccc(F)cc1)c1ccc(CSc2ccccc2)o1
-4%,CS(=O)(=O)N1CCC(C(=O)NCc2ccc(F)cc2)CC1
-1%[57.5 µM],O=c1c(-c2c(O)cc(O)c3c(=O)cc(-c4ccc(O)cc4)oc23)c(-c2ccc(O)cc2)oc2cc(O)cc(O)c12
-7%,C=CCNC(=O)CSc1nnc(-c2ccncc2)n1CCc1ccccc1
6%,CNS(=O)(=O)c1ccc(NC(=O)c2cncc(Br)c2)cc1
-14%[57.5 µM],O=C(Nc1nc2ccccc2n1CCN1CCOCC1)c1ccc(Cl)cc1
-5%,O/N=C/c1cccnc1Sc1ccccc1
12%,COc1cc([N+](=O)[O-])ccc1NC(=O)CN1CCOCC1
-1%,CC(OC(=O)c1cc(Cl)ccc1[N+](=O)[O-])C(=O)NC(C)c1ccc(F)cc1 (stereo not drawn)
3%[57.5 µM],CCNC(=S)N1N=C2c3ccccc3CCC2C1c1ccc(F)cc1 (stereo not drawn)
11%,Cc1[nH]c2ccccc2c1N=Nc1ccccc1F
7%,O=C1CC(c2cccc(Cl)c2)CC(O)=C1C=NC1CCCC1 (stereo not drawn)
39%,CCc1nnc(NS(=O)(=O)c2ccc(NC(=O)COc3ccc4ccccc4c3)cc2)s1
7%,Cc1ccc(S(=O)(=O)NNC(=O)c2cccs2)c(C)c1
2%,Cc1sc2ncn(-c3ccccc3)c(=O)c2c1C
-5%,CC(C)(C)c1ccc(NC(=O)COC(=O)c2ccc([N+](=O)[O-])s2)cc1
-13%,COc1ccc(NC(=O)COC(=O)CNS(=O)(=O)c2ccc(C)cc2)c(OC)c1
16%,Cc1ccc(CNC(=O)c2ccc(N(C)C)cc2)cc1
6%,COc1ccc(Oc2coc3cc(OCC(=O)N4CCCCC4)ccc3c2=O)cc1
1%,COc1ccc(-c2nn(CCC(=O)O)cc2/C=C/C(=O)O)cc1[N+](=O)[O-]
-10%,O=C(Nc1ccnc(-c2ccncc2)n1)c1ccccc1Cl
-4%[57.5 µM],N#C/C(=C\Nc1ccc(F)c(Cl)c1)C(=O)C1CC1
2%,O=C(CCC(=O)Nc1ccccc1)NNC(=O)C(c1ccccc1)c1ccccc1
-5%,O=C(O)CCC(=O)NNC(=O)c1ccc(-c2ccccc2)cc1
3%,CC(=O)OCC(COC(C)=O)OC(C)=O
1%,O=C(CNCc1ccccc1Cl)NCc1ccco1
4%,Cc1cc(N2CCN(C)CC2)ccc1NC(=O)c1cccc(S(=O)(=O)N2CCc3ccccc3C2)c1
2%,NC1CCN(O)C1=O (stereo not drawn)
-5%,CCOc1cc(CNCC(O)c2ccccc2)cc(Cl)c1OC (stereo not drawn)
?,CCn1c2ccccc2c2cc(CNCc3ccc(OC)cc3OC)ccc21
-6%,COc1ccccc1Oc1ccc(NC(=O)c2ccccc2C)cc1
-6%,O=c1[nH]c(Nc2ccc3c(c2)OCCO3)nnc1Cc1ccc(Cl)cc1
-8%,CCC(C)NC(=O)c1nn(C)c(=O)c2ccccc12 (stereo not drawn)
-2%[57.5 µM],CN(C)c1ccncc1C(=O)Nc1ccc(F)cc1F
-1%,COc1cccc(OC)c1C(=O)NC(=S)Nc1ccc2oc(=O)ccc2c1
2%,O=C1CN(C(=O)CSc2nc(-c3ccccc3)cs2)c2ccccc2N1
1%,C=CCOc1ccccc1CNc1ccc2c(c1)OCCO2
-24%,CCCN1C(=O)COc2ccc(C(=O)c3ccccc3C(=O)O)cc21
-9%,Cc1cc(O)cc(O)c1C(=O)OC1(C)C(=O)C=C2C=C(/C=C/C(=O)O)OC=C2C1=O (stereo not drawn)
1%[57.5 µM],Cc1ccc([N+](=O)[O-])c(-c2n[nH]c(=S)n2-c2cccc(Cl)c2)c1
2%,FC(F)(F)c1cc(-c2ccccc2)nc(NCc2cccs2)n1
?,O=C(NNc1nc2ccc(Cl)cc2s1)c1cc(-c2cccs2)nc2ccccc12
-9%,COc1ccc(NC(=S)Nc2cccc(C(F)(F)F)c2)c(C)c1
-8%[57.5 µM],Cc1cc(-c2cc(C(=O)NC3CCCC3)on2)nc(NCC2CC2)n1
-7%,CC(=O)c1ccccc1NC(=O)COC(=O)CCCN1C(=O)c2cccc3cccc(c23)C1=O
1%,Cc1nn(C2CCS(=O)(=O)C2)c(Cl)c1/C=C/C(=O)OCC(=O)Nc1ccccc1[N+](=O)[O-] (stereo not drawn)

(further entries)
ERK EGF block,Structure
-6%[57.5 µM],Cc1ccc(S(=O)(=O)N2CCCCC2)cc1NC(=O)COC(=O)C1=COCCO1
4%,COc1cc(CNc2nc3ccccc3n2C)cc(OC)c1OC
-1%,C/C(=C\COc1cc(=O)[nH]c2ccccc12)CCC(O)C(C)(C)O (stereo not drawn)
0%,CCC(=O)Nc1cc(C(=O)OCc2ccc(C(=O)Oc3ccccc3)cc2)ccc1C
?,O=C1c2ccccc2C(=O)N1CC1c2ccccc2CCN1C(=O)CN1CCOCC1 (stereo not drawn)
3%,Cc1ccccc1OCc1nnc(SCc2nc3ccccc3c(=O)[nH]2)n1C
0%[57.5 µM],COC(=O)c1c(NC(C)=O)csc1C
4%,CCOc1ccccc1C(=O)N[C@H](C(=O)Nc1nc2c(s1)CCCC2)C(C)C
7%[57.5 µM],Cc1ccccc1S(=O)c1ccccc1C(=O)O (stereo not drawn)
-3%[57.5 µM],OCCC1CN(CCCc2ccccc2)CCN1Cc1ccccc1 (stereo not drawn)
6%,O=C(NC(=S)Nc1ccccc1N1CCCC1)c1ccc(F)cc1
-12%,O=C(OCc1ccc([N+](=O)[O-])cc1)c1ccc(N2CCCC2)c([N+](=O)[O-])c1
4%,CC(C)n1nc(C(=O)Oc2cccc(Cl)c2Cl)c2ccccc2c1=O
-8%,CC(=O)c1cc(CN2CCN(CCc3ccccc3)C(CCO)C2)cs1 (stereo not drawn)
-8%,O=C(CC1SC(N2CCOCC2)=NC1=O)Nc1cc([N+](=O)[O-])ccc1Cl (stereo not drawn)
-9%,COc1ccc(N2CCN(C(=O)c3cccnc3)CC2)c([N+](=O)[O-])c1
2%,O=C(NCC1CCCO1)C(c1cccs1)N(Cc1cccs1)C(=O)c1ccc(-c2ccccc2)[nH]1 (stereo not drawn)
-3%,COc1ccc(C(=O)Nc2nc(-c3ccccc3)c(C(C)=O)s2)c(OC)c1

Reformatted as labelled records: two of the compounds above
compound: COc1cc(CNc2nc3ccccc3n2C)cc(OC)c1OC
  ERK EGF block: 4%

compound: C/C(=C\COc1cc(=O)[nH]c2ccccc12)CCC(O)C(C)(C)O (stereo not drawn)
  ERK EGF block: -1%

Quoted at random: 6 compounds from above
ERK EGF block,Structure
?,O=C1c2ccccc2C(=O)N1CC1c2ccccc2CCN1C(=O)CN1CCOCC1 (stereo not drawn)
-8%,CC(=O)c1cc(CN2CCN(CCc3ccccc3)C(CCO)C2)cs1 (stereo not drawn)
-1%,C/C(=C\COc1cc(=O)[nH]c2ccccc12)CCC(O)C(C)(C)O (stereo not drawn)
-8%,O=C(CC1SC(N2CCOCC2)=NC1=O)Nc1cc([N+](=O)[O-])ccc1Cl (stereo not drawn)
0%[57.5 µM],COC(=O)c1c(NC(C)=O)csc1C
0%,CCC(=O)Nc1cc(C(=O)OCc2ccc(C(=O)Oc3ccccc3)cc2)ccc1C

Compound activity from PubChem BioAssay.
